SUMO HTRF inh – inhibitors of in vitro SUMOylation cascade, primary screen, biochemical, HTRF, uHTS; inhibition, % at 35 µM; SUMO-conjugating enzyme UBC9 (Homo sapiens), P63279; AID 2006, 2009; HTRF SUMOylation assay, SAE1/SAE2 + UBC9; actives 0.36% (n = 290,000); in the data active = inhibition above about 50%, passing the limit was not always enough; also: strong numbers were not always called active
Target sequence (P63279 whole entry, looked up): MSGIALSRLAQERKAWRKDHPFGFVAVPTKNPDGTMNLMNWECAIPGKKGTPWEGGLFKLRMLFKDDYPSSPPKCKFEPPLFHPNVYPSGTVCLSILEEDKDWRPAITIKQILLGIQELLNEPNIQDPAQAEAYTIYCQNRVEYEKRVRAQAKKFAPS
MEKK2mut PB1 HTS – MEK5 binding signal on mutant MEKK2 PB1, primary screen, biochemical, multiplex bead flow cytometry, Alexa488-MEK5; Alexa488-MEK5 binding to MEKK2 mutant; percent response, % at 10 µM; actives 0.35% (n = 290,000); AID 1530, 2009; in the data active = percent response above about 24%, passing the limit was not always enough; also: inactives centre near 1; some results filed as inactive read as strong as hits
NALP1 yeast inh – NALP1 inflammasome inhibitors in reconstituted yeast, colorimetric, S. cerevisiae, triplicate retest; S. cerevisiae NALP1/ASC/caspase-1 growth, X-gal OD620, 72 h; inhibition, % at 10 µM; actives 0.61% (n = 280,000); AID 2071, 2009; in the data active = inhibition mostly above about 24%, no sharp cut-off; inactive = mostly below about 32%; also: some compounds called inactive have numbers as strong as hits
DNA FID counter – compounds displacing fluorescent DNA intercalator, primary screen, artefact control for HCV NS3 helicase inhibitor project, biochemical, FID fluorescence; DNA fluorescent intercalator displacement; AID 1845, 2009; inhibition, % at 7.9 µM; actives 0.17% (n = 290,000); in the data active = inhibition above about 37%;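 also: 0% = vehicle and 100% = reference compound; higher means more ethidium bromide displaced from hairpin DNA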
IMP-1 inh – IMP-1 metallo-beta-lactamase inhibitors, primary screen, biochemical, epi-absorbance readout, Pseudomonas aeruginosa enzyme; metallo-beta-lactamase IMP-1 (Pseudomonas aeruginosa); purified IMP-1, nitrocefin hydrolysis, epi-absorbance fluorescence; inhibition, % at 5.6 µM; actives 0.45% (n = 290,000); AID 1556, 2009;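 active = inhibition above the mean plus 3 SD of all compounds in the same screening run, cut at about 4.5% in these data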;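 also: 0% = IMP-1 with DMSO and 100% = DMSO wells lacking enzyme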
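Test system: recombinant IMP-1 enzyme, purified / Medium: HEPES buffer pH 7.1 with ZnSO4 and Brij 35 / Doses: single dose, 5.6 µM / Times: 25 °C, 15 min preincubation, 25 min reaction / Detection: Epi-absorbance via hydrolysed-nitrocefin quenching of white-plate fluorescence, 480/530 nm, EDTA stop / Evaluation: percent inhibition from optical density relative to buffer-blank wells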
PfM18AAP inh – PfM18AAP inhibitors, malaria aminopeptidase, primary screen, biochemical, QFRET, recombinant enzyme; M18 aspartyl aminopeptidase (Plasmodium falciparum 3D7); actives 1.2% (n = 290,000); inhibition, % at 7.35 µM; H-Glu-NHMec fluorogenic cleavage;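 active = inhibition above the campaign mean inhibition over all tested compounds plus 3 SD, cut at about 28% in these data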;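 also: 0% = plate median of test compound wells and 100% = 2 mM ZnCl2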
VIM-2 inhibitor – VIM-2 metallo-beta-lactamase inhibitors, primary screen, biochemical, epi-absorbance readout, Pseudomonas aeruginosa enzyme. purified VIM-2, nitrocefin hydrolysis, epi-absorbance fluorescence. inhibition, % at 5.6 µM. actives 0.89% (n = 290,000);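 active = inhibition above the mean of all tested compounds plus 3 SD, cutoff set per screening run, cut at about 7.5% in these data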;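 also: red hydrolysis product quenches plate fluorescence so inhibitors raise well fluorescence; 0% = enzyme with DMSO and 100% = DMSO without enzyme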
MEKK2 WT-MEK5 – modulators of MEK5 binding to wildtype MEKK2, primary screen, biochemical, multiplex bead flow cytometry, Alexa488-MEK5; Mitogen-activated protein kinase kinase kinase 2 (Homo sapiens), Q9Y2U5; Alexa488-MEK5 binding to MEKK2 WT; actives lie on both sides; binding response (% of control), % at 10 µM; actives 1.1% (n = 290,000); AID 1531, 2009; in the data active = binding response below about 67% or above about 130%
NS3 helicase inh – inhibitors of HCV NS3 helicase, primary screen, biochemical, Cy5 molecular beacon fluorescence; Hepatitis C virus NS3 helicase; NS3 helicase DNA unwinding; inhibition, % at 10.9 µM; actives 0.56% (n = 290,000);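 active = inhibition above the mean of all tested compounds plus 3 SD, set per campaign, cut at about 35% in these data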;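 also: 0% = DMSO wells and 100% = thioflavine S control wells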
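System: NS3 helicase fragment of HCV / Schedule: 1 h at 25 °C / Control set: DMSO alone as 0% and 110 µM thioflavine S as 100% / Reagent: Cy5/quencher beacon DNA duplex and ATP to start / Technique: Cy5 fluorescence / Replication: singlicate / Evaluation: % inhibition of end-to-start signal ratio versus controls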
Numbers without * were called inactive; x = no result given. Not a hit list; any-hit rate near 4.7%.

smiles,SUMO HTRF inh,MEKK2mut PB1 HTS,NALP1 yeast inh,DNA FID counter,IMP-1 inh,PfM18AAP inh,VIM-2 inhibitor,MEKK2 WT-MEK5,NS3 helicase inh
COc1ccc(-n2c(=O)c3ccccc3n(CC(=O)NCc3ccco3)c2=O)cc1,13,-7,16,-17,0.0,1,-2.1,81,-4
Cc1cc2nc(CO)[nH]c2cc1C,5,6,14,-2,-0.4,0,-1.2,86,-5
O=C(CN(Cc1ccccc1)S(=O)(=O)c1ccc(Br)cc1)N/N=C/c1ccccc1C(=O)O,22,2,-4,-30,-2.7,4,-2.4,102,16
O=C(NCc1ccc(Cl)cc1)c1ccc2ccccc2n1,-8,-2,1,-20,-2.4,0,-1.0,100,7
CN(C)/N=C/c1cc(Cl)cc([N+](=O)[O-])c1O,-13,-2,37,2,4.6*,3,-3.0,95,1
COc1ccc(CN(C(=O)Cc2cccs2)C(C(=O)NC2CCCC2)c2ccncc2)cc1 (stereo not drawn),24,-3,0,-17,-0.8,3,-1.1,87,-8
c1ccc(-c2nc(N3CCOCC3)c3ccccc3n2)nc1,-40,5,8,-7,-11,-4,3.9,105,5
CCOP(=O)(OCC)C(Nc1ccccn1)c1ccccc1 (stereo not drawn),-2,1,13,-3,-3.1,-8,6.0,108,12
O=C(O)c1cc(-c2ccc(Cl)cc2)n(-c2ccc(F)cc2)n1,6,2,5,-36,0.6,-11,-2.0,100,22
COc1ccc(Br)cc1S(=O)(=O)NCCCN1CCOCC1,11,-6,-3,0,-4.0,3,-0.4,99,-8
Cc1ccc(CN=c2c([N+](=O)[O-])nn(-c3ccc4c(c3)OCCO4)n2O)cc1,16,-2,-26,-6,-4.0,1,-2.8,93,-2
CC1(C)CC(=O)N(CC(=O)NC2CCCC2)c2ccccc2S1(=O)=O,19,1,-3,-5,-4.5,1,-7.0,101,9
CCOc1ccc(C(=S)NC2CCCCC2)cc1OC,18,1,28,-11,-2.3,24,-1.5,107,4
O=C(NN1CCOCC1)c1cc(-c2cccc(Cl)c2)nc2ccccc12,-2,5,15,-4,-2.5,3,-0.2,105,2
C/C(=N\NC(=O)c1ccc(CSc2nncn2C)cc1)c1ccc(Cl)cc1,0,-2,28,-10,-5.4,5,-1.9,93,12
C/C(=N/NC(=O)CN1CCN(Cc2ccccc2Cl)CC1)c1cccnc1,13,-1,-6,-10,-1.5,-2,-3.7,102,-19
Cc1ccc(/C=N/c2sc3c(c2C(N)=O)CCCC3)o1,12,3,-20,-4,-3.1,16,-1.5,98,12
COc1ccc(CCN(C)CC(=O)Nc2cc(C)nc3ccccc23)cc1OC,6,3,x,-6,-2.7,2,-1.3,107,-12
COC(=O)c1cccc(NC(=O)NC23CC4CC(CC(C4)C2)C3)c1,-19,2,-24,-4,-3.1,2,-3.4,101,-5
CC(C)c1ccc(S(=O)(=O)c2cc3cc(Br)ccc3oc2=O)cc1,-24,1,13,-4,-2.9,0,-0.1,105,-2
CCCNC(=O)c1c(O)c2c([nH]c1=O)CCCC2,-10,-3,7,-1,-3.8,-7,0.7,97,-3
C=CCN1C(=O)CN=C1Nc1ccc(OC)cc1OC,-4,2,6,4,-0.8,2,-1.1,107,-8
Cn1cc(/C=N/NC(=O)COc2ccccc2[N+](=O)[O-])c2ccccc21,6,0,27,-6,-5.0,4,-1.0,103,-7
S=C(NCc1ccco1)N/N=C/c1ccccc1Cl,14,-2,31,-9,-1.2,-5,0.3,106,-3
CN(Cc1ccccc1)c1c([N+](=O)[O-])c(=O)n(C)c2ccccc12,0,22,7,-10,-2.5,2,-1.7,101,-20
CCCCN1C(=O)/C(=C/C=C2\SCCN2C)SC1=S,-6,-8,4,3,0.0,9,-1.6,92,14
COc1ccccc1OCCn1c(SCC(N)=O)nc2ccccc21,4,2,10,-17,-3.0,2,-0.1,100,-4
C=CCNCc1cccn1-c1sc2c(c1C#N)CCCC2,-8,-3,10,12,2.7,8,-1.9,106,-1
Cc1ccc(C2(C)NC(=O)N(CC(=O)N3CCN(S(=O)(=O)c4cccc(F)c4)CC3)C2=O)cc1 (stereo not drawn),14,6,12,-34,-2.0,1,-3.6,103,-2
CCCNC(=O)NC(=O)CSc1nc2ccccc2c(=O)n1Cc1ccncc1,6,0,14,-22,-0.4,-1,-0.7,102,10
Cc1ccc(C(=O)c2ccccc2C(=O)OCC(=O)NCCc2ccc(Cl)cc2Cl)cc1,-32,-1,20,-34,-1.5,-2,-0.4,100,-6
COc1ccc(-c2nc(C)ncc2-c2ccccc2)c(O)c1,-13,0,12,-22,0.2,-4,3.1,98,-6
CCOC(=O)c1cnc2nc[nH]n2c1=O,12,-8,14,5,1.1,8,0.8,79,0
CC(C)c1ccc(NC(=S)NCc2cccs2)cc1,-9,-2,12,-9,-3.6,-8,-3.9,95,4
CC(C)(C)c1csc(NC(=O)CS(=O)(=O)c2ccccc2)n1,5,2,14,-16,-3.0,4,-2.8,104,-6
COC(=O)Cn1ncc(N(C)Cc2ccccc2)c(Cl)c1=O,2,-6,13,-6,-2.0,-5,-2.2,97,1
COCCCn1c(C)csc1=Nc1cccnc1,24,0,27,-5,-3.4,8,-3.8,100,-1
Nc1nc(Nc2ccccc2F)nc(N2CCOCC2)c1[N+](=O)[O-],-14,-2,x,-2,-1.3,0,-2.0,99,4
CCOc1ccccc1NC(=S)NCCCn1ccnc1,0,-3,14,-3,-2.6,-9,-1.7,99,0
O=C(NC1CCCC1)C(c1ccncc1)N(C(=O)c1csnn1)c1ccc(F)cc1 (stereo not drawn),5,0,0,-8,-1.7,-3,0.3,101,-2
O=C(Nn1cnnc1)c1ccc([N+](=O)[O-])cc1,-3,-10,7,8,-3.3,30*,-4.6,100,3
Cc1ccc(C)c(OCCC(=O)NCCc2ccc(F)cc2)c1,-1,-7,3,-42,-2.6,0,-1.2,94,-8
O=C(CN1CCN(C(c2ccccc2)c2ccccc2)CC1)NCc1ccccc1,-6,-11,-6,-15,-0.7,24,-0.5,91,-15
CC(C)(C)c1ccc(OCC(=O)O/N=C(\N)c2ccncc2)cc1,-11,11,6,-32,-3.0,1,-3.2,113,-21
O=C1CCCc2c1[nH]c1ccc(Cl)cc21,-3,-2,-38,-1,-3.0,-8,-0.8,102,-5
O=S(=O)(NCC1CCCN(Cc2ccccc2)C1)c1cccc2cccnc12 (stereo not drawn),-1,12,6,2,-2.4,0,-3.3,115,-10
O=C(CSc1nnc(-c2ccco2)o1)N1CCOCC1,17,4,10,0,-3.0,0,-1.1,101,6
Cc1cccc(OCCCN2CCOCC2)c1,0,7,10,-3,-4.0,-1,-2.0,104,26
Cc1cc(N2C(=O)C(=O)/C(=C(/O)c3ccccc3)C2c2cccs2)no1 (stereo not drawn),-5,2,-18,-10,-1.2,10,-3.4,107,3
Cc1ccc2c(c1)-c1c(cnn1CC(=O)N1CCCN(Cc3ccccc3F)C1)CO2,13,10,23,-7,-3.4,2,-1.8,110,10
Cc1cccc(C(=O)Nc2ccc(S(=O)(=O)N3CCOCC3)cc2C)c1,6,4,10,-3,-1.5,-13,0.9,107,2
O=C(Nc1nc2c(Cl)c(Cl)ccc2s1)C1CC1,10,-5,9,-20,1.6,8,2.8,94,41*
Cc1ccc(NC(=O)Cn2cc(C(=O)C3CC3)c3ccccc32)cc1,4,-2,-2,-2,-2.0,2,-0.5,98,-7
Cn1cc(C(=O)c2cccc(Cl)c2)cc1/C=N\O,2,-12,-1,-5,-2.1,-2,4.7,59,14
Cc1ccc(C(=O)Nc2cccc([N+](=O)[O-])c2)cc1S(=O)(=O)Nc1ccc(NC(=O)c2ccccc2)cc1,10,1,15,21,-2.9,2,1.3,107,-16
Fc1ccccc1NC(=S)Nc1ccc(Br)cc1,-5,28,37,-17,0.0,-4,-1.7,110,11
CCN(CCCNC(=O)c1[nH]c(C)c(C(C)=O)c1C)c1cccc(C)c1,-24,6,2,-11,-2.6,5,-3.1,118,-14
O=C(Nc1ccc(F)cc1)N1CCc2ccccc2C1,17,-8,14,-6,-2.0,-5,-0.1,94,-11
CSCC(=O)N1CCCC(CNC(=O)c2ccccc2Cl)C1 (stereo not drawn),1,-10,6,3,-1.0,-7,-5.2,82,-3
CC(=O)Nc1ccc(NC(=O)c2sc3nc4n(c(=O)c3c2C)CCCCC4)cc1,10,-1,1,-29,-2.9,6,-2.8,98,0

Screening data: PubChem BioAssay, several laboratories
